FECH block: human FECH heme synthesis enzyme inhibition. P22830. purified FECH, Ni-mesoporphyrin absorbance 550 nm. calls only at 10 µM (by protocol). 3.3% of 20,000 active. AID 1671448;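 active means enzyme reaction rate more than 3 SD below the solvent-only control wells on the same plate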;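 further: lower slope than DMSO wells means FECH inhibition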
Target sequence (P22830 whole entry, looked up): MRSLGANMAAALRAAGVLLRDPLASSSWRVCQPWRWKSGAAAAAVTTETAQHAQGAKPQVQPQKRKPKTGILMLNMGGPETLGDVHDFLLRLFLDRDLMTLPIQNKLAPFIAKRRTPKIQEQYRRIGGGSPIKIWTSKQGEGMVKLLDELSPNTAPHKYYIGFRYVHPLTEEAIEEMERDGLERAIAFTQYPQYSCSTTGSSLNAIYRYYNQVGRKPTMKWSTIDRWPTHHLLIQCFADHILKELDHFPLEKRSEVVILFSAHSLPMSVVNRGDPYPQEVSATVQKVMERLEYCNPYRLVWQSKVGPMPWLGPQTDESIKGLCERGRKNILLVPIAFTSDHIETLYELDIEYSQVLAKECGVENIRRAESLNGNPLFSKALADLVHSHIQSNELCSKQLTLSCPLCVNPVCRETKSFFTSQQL
Calls only; i = inactive; + = active, no number.

mol	FECH block
CCc1cc(Sc2ccccc2NC(=O)Cc2ccccc2Cl)n2nc(C)nc2n1	i
NS(=O)(=O)c1ccc(NC(=O)Nc2ccc(-c3noc(C4CCC4)n3)cc2)cc1	i
CC(CNC(=O)CCC(=O)NC1CCCC1)c1ccc(Cl)cc1 (stereo unspecified)	i
Nc1nc(CCCNC(=O)c2ccccc2C2CCNC2)cs1 (stereo unspecified)	i
Cc1ncsc1CCCn1cnnc1	i
CCc1cc(CN(C)C(=O)c2cn3c(n2)CNCC3)on1	i
COc1ccccc1N(Cc1nc2nc(C)cc(C)n2n1)C(=O)c1ccc(C(C)(C)C)cc1	i
COCCNC(=O)CSc1nc(-c2cccc(Cl)c2)nc2cc(=O)[nH]n12	i
CCc1ccc(CN(C)C(=O)[C@H](N)CC(C)C)nc1	i
Cc1ccc(CNC(=O)C2(C)Cn3nc(C(=O)NCc4ccccc4)cc3C(=O)N2C)cc1 (stereo unspecified)	i
CCc1cccc(NC(=O)CN2C(=O)CN(C)C(=O)c3ccccc32)c1	i
O=C(N1CCCCC1)N1CCc2c(nc(-c3ccccn3)[nH]c2=O)C1	i
COc1cc(NC(=O)CN2CCCN(Cc3ccc(C)cc3)S2(=O)=O)cc(OC)c1	i
CC(C)NS(=O)(=O)c1cc(C(=O)N2CCCC2)cs1	i
O=C(CCC(=O)N1CCC(N2CCCCC2)CC1)NC1CCCCCCC1	i
Cn1ncc(N2CCC(CNC(=O)Cc3ccc(O)c(Cl)c3)C2)cc1=O (stereo unspecified)	i
Cc1ccc(CC(=O)NCCn2c(CCc3ccccc3)nc3cccnc32)cc1	i
O[C@@H]1CN(c2ncnc3sccc23)CC[C@H]1c1ccc2c(c1)OCO2	i
Cc1ccc(CCC(=O)N(C)Cc2cnn(C(C)C)c2)cc1C	i
Cc1cccc(Cn2cc(C(=O)Nc3ccccc3C)ccc2=O)c1	i
Cc1csc2c(N3CCc4nnc(C5CCCO5)n4CC3)ncnc12 (stereo unspecified)	i
CCOc1ccccc1C(=O)Nc1ccccc1Sc1cc(CC)nc2ncnn12	i
CC(C)Cc1nc(CCc2cnn(C)c2)n(-c2ccc(F)cc2)n1	i
O=C1CCCc2cc(S(=O)(=O)N3CCCC3C(=O)NC3CC3)ccc2N1 (stereo unspecified)	i
CC(C)NC(=O)[C@@H]1C[C@H](N)CN1Cc1cc2c(cc1Cl)OCO2	i
CN(Cc1ccco1)S(=O)(=O)c1sc2c(c1C(=O)O)CCNC2	i
CCOc1ncccc1CNc1nc(-c2cccnc2)nc2c1CCNC2	i
CCC(C)N(Cc1cccnc1)Cc1cccc(C)n1 (stereo unspecified)	i
Cc1nn(-c2ccc(F)cc2)c(C)c1Cn1ccnc1C(C)C	i
COc1ccc(C(=O)Nc2ccc(Nc3nc(C)cc(N4CCCC4)n3)cc2)cc1OC	i
O=C1CN(Cc2nc(-c3ccco3)no2)CCN1Cc1ccc2c(c1)OCO2	i
CCC(NC(=O)c1cc(Cn2cnc3ccccc32)[nH]n1)c1cc(C)ccn1 (stereo unspecified)	i
Cc1noc(C(C)N(C)Cc2cccc(C(=O)Nc3ncc(C)s3)c2)n1 (stereo unspecified)	i
O=C(CN1C(=O)CCc2cc(S(=O)(=O)N3CCCC3)ccc21)Nc1nccs1	i
CCc1nc2nc(C)c(NC(=O)Nc3cccc(C)c3)c(=O)n2[nH]1	i
Cc1ccc(C)c(NC(=O)CCNc2nccc(N3CCC(O)C3)n2)c1 (stereo unspecified)	i
Cc1ccccc1S(=O)(=O)Nc1cnc(N2CCC(CCN3CCCCC3)CC2)c(C(=O)O)c1	i
COc1ccccc1NC(=O)Nc1nc(CC(=O)Nc2ccc(C)cc2C)cs1	i
CCN(CC)c1ncc(NS(=O)(=O)CC)cc1C(=O)O	i
Cc1ccc(Nc2nc(N3CCN(c4ccc(F)cc4)CC3)nc3c2cnn3-c2ccccc2)cc1	i

Shown with each value named: 3 of the compounds above.
CC(C)Cc1nc(CCc2cnn(C)c2)n(-c2ccc(F)cc2)n1
- FECH block: i
O=C1CCCc2cc(S(=O)(=O)N3CCCC3C(=O)NC3CC3)ccc2N1 (stereo unspecified)
- FECH block: i
CC(C)NC(=O)[C@@H]1C[C@H](N)CN1Cc1cc2c(cc1Cl)OCO2
- FECH block: i

(continued)
mol	FECH block
O=C(NCCc1nc(-c2ccccc2)no1)C1CC(=O)N(C2CC2)C1 (stereo unspecified)	i
CC(=O)Nc1c2n(c3ccccc13)CC(C)(C(=O)NC1CCCC1)N(Cc1ccc(Cl)cc1)C2=O (stereo unspecified)	i
O=C(NCc1cc(-c2ccco2)on1)c1cccc(CC2CCNCC2)c1	i
Cc1ccc(NC(=O)N2CCC(=O)N(CC3CC3)C(C(C)C)C2)cc1 (stereo unspecified)	i
COC(=O)c1ccc(S(=O)(=O)N2CC(c3ccccn3)C2)n1C	i
O=C(NC1CCCCCC1)N1CCC(n2cc(CCO)nn2)CC1	i
Cc1nc2nc(N(Cc3cccc(F)c3)S(=O)(=O)c3ccccc3)nn2c(C)c1Cl	i
CCn1ncnc1-c1c(-c2ccccc2)ncn1CCc1ncccc1C	i
CCn1ncnc1CN(C)Cc1cccc2cnccc12	i
CCN(c1cccc(C)c1)S(=O)(=O)c1ccc2c(c1)CCN2C(=O)CCC(=O)N1CCOCC1	i
Cc1ccoc1C(=O)N1CCC2(CC1)CC(C(=O)O)N(C)C2 (stereo unspecified)	i
COc1ccc(Cl)cc1-n1nc(C(C)C)nc1Cc1cnc(C)[nH]c1=O	i
c1coc(Cn2ccnc2-c2ccc(-c3ccn[nH]3)s2)c1	i
COc1ccc(-c2ncc3c(=O)n(Cc4ccncc4)c(=O)n(C)c3n2)cc1	i
COCCn1c(CCCC(=O)NCc2ccc3c(c2)OCO3)nc2cccnc21	i
Cc1c(C(=O)N2CCC(C)CC2)c(S(=O)(=O)Nc2ccc(S(N)(=O)=O)cc2)c(C)n1C	i
Cc1nsc(NC(=O)NC2Cc3ccccc3C2)n1	i
CN1CCCC(CCNC(=O)Cn2ccc(=O)c3ccccc32)C1 (stereo unspecified)	i
CCOc1ccc(CCNC(=O)c2ccc(CN3C(=O)CCn4nccc43)cc2)cc1	i
CCCn1ncc(C(=O)NCc2nnc(-c3ccccc3)o2)c1C	i
Cc1[nH]c(-c2ccccc2)nc1C(=O)N1C[C@@H]2[C@@H]3CC[C@@H](C3)[C@@H]2C1	i
CCCOc1ccc(C(=O)N2CC[C@H]3CC[C@@H](C2)N3)cc1Cl	i
COc1ccc(NC(=O)C2CCN(c3ccc(-c4cccc(C)c4)nn3)CC2)cc1	i
Cc1cccc(Nc2nc(NCCCO)nc3c2cnn3-c2ccccc2)c1	i
CC(=O)NCC1=CCCN(CCn2cc(Cl)cn2)C1	i
Cc1cc(CN2CCC=C(CCNS(=O)(=O)C3CC3)C2)no1	i
CCn1ccnc1CN(C)c1cc(C2CCCNC2)nc(C)n1 (stereo unspecified)	i
CCOc1ccc(N2CC(NC(=O)c3cc4ccccc4o3)CC2=O)cc1 (stereo unspecified)	i
CCC(C(=O)N1CCOCC1)n1c(C(=O)OC)cc2ccsc21 (stereo unspecified)	i
Cc1ncc(C)c(N2CC[C@@H](c3ccc4ccccc4c3)[C@H](O)C2)n1	i
CCCc1cc(=O)n2[nH]c(CNc3ccc(C)cc3)nc2n1	+
CC(C(=O)N1CCOc2c(O)cc(-c3nc4ccccc4s3)cc2C1)N(C)C (stereo unspecified)	i
Cc1cc(C(=O)N(C)C(C)c2nccs2)cc(S(N)(=O)=O)c1C (stereo unspecified)	i
Cc1ccc(OC2(C(=O)N3C[C@H](OC(C)C)[C@@H](O)C3)CCNCC2)cc1	i
CC(c1nc(CC2CCN(C)CC2)no1)N1CCN(C)CC1 (stereo unspecified)	i
Cc1nnc(SCC(=O)NCCCc2nc3ccc(Cl)cc3[nH]2)s1	i
O=C(Cn1nc(N2CCN(c3ccc(F)cc3)CC2)ccc1=O)NCc1cccs1	i
O=C1C[C@H]2CC[C@@H](CN1)N2C(=O)CCN1CCCCO1	i
Cc1ccc(NC(=O)N2CCN(CCn3c(C(F)(F)F)nc4cccnc43)CC2)c(Cl)c1	i
COc1ccc(Nc2cc(C)nc(Nc3ccc(NC(=O)c4ccc(OC)c(OC)c4)cc3)n2)cc1	i

Sorted by molecular weight (falling): some entries from above.
mol	FECH block
CC(=O)Nc1c2n(c3ccccc13)CC(C)(C(=O)NC1CCCC1)N(Cc1ccc(Cl)cc1)C2=O (stereo unspecified)	i
Cc1c(C(=O)N2CCC(C)CC2)c(S(=O)(=O)Nc2ccc(S(N)(=O)=O)cc2)c(C)n1C	i
Cc1ccoc1C(=O)N1CCC2(CC1)CC(C(=O)O)N(C)C2 (stereo unspecified)	i
CCc1cc(CN(C)C(=O)c2cn3c(n2)CNCC3)on1	i

Following part:
mol	FECH block
COc1c(C)cnc(Cn2c(=O)c3cnc(-c4cccnc4)nc3n(C)c2=O)c1C	i
O=C1CN(c2ccc(C(=O)N3CCCN(c4ncccn4)CC3)cn2)CCN1	i
COCC1(C(=O)N2CCN(c3nc(C)cnc3C)CC2)CCC1	i
CC1(C)CNC(=O)c2nc(-c3cccc(OC(F)F)c3)[nH]c2C1	i
O=c1[nH]nc(CCn2ccnc2-c2cc3c(cc2Cl)OCO3)[nH]1	i
Cc1ccc(S(=O)(=O)N(CC(=O)c2ccccc2)c2nc3nc(C)cc(C)n3n2)cc1	i
CCCC(=O)Nc1nc2n(n1)C(c1ccccc1Cl)C=C(c1ccccc1)N2 (stereo unspecified)	i
O=C(CN1CCN(Cc2ccccc2Cl)S1(=O)=O)Nc1cccc(F)c1	i
CCOc1ccc(Cn2c(CNS(=O)(=O)c3ccc(C)cc3C)nc3cccnc32)cc1	i
O=C(O)c1cccnc1CN1CCCC(c2nc3ccccc3o2)C1 (stereo unspecified)	i
Cc1cc(C(F)F)n2nc(C(=O)N3CCCC3c3ccc(Cl)cc3)nc2n1 (stereo unspecified)	i
O=C(CC1CCN(S(=O)(=O)c2ccccc2)CC1)NCCN1CCC(Cc2ccccc2)CC1	i
Cc1cc(NC(=O)CCNC(=O)C2CNCC(=O)N2)ccc1F (stereo unspecified)	i
CCC1CN(C(=O)c2ccccc2Cl)CCC(=O)N1Cc1ccccc1 (stereo unspecified)	i
CCOc1ccc(S(=O)(=O)N2CCC(n3c(C(F)(F)F)nc4cccnc43)CC2)cc1	i
O=C(CCC(=O)N1CCc2cc(S(=O)(=O)NC3CCCC3)ccc21)N1CCCCCC1	i
CCN(Cc1ccc(C)o1)C(=O)[C@@H]1C[C@H](N)CN1C	i
CCN1CCCC(CN(C)Cc2ccc(-n3ccnc3)cc2)C1 (stereo unspecified)	i
Nc1cncc(-n2ccnc2-c2ccccn2)c1	i
CCc1cc(Sc2ccc(NC(=O)Nc3cc(Cl)ccc3C)cc2)n2nc(C)nc2n1	i
Cc1cnc(NCc2ccccc2CN(C)C)nc1N(C)C	i
O=C(c1cncc(N2[C@H]3CCNC[C@@H]2CC3)n1)N1CCCCC1	i
CCCCNC(=O)CC1CCN(S(=O)(=O)c2ccccc2)CC1	i
C=CCNc1nc(Nc2ccc(F)cc2)c2cnn(-c3ccccc3)c2n1	i
COC(=O)c1c(NC(=O)c2ccc(F)cc2)sc2c1CCN(C(C)C)C2	i
CCCCN(Cc1nc2nc(C)cc(C)n2n1)C(=O)c1ccccc1C	i
CC1(C(=O)NC2CCCCC2)Cn2c(cc3occc32)C(=O)N1Cc1ccccc1 (stereo unspecified)	i
Cc1ncc(CO)c(CN2CCN(c3nsc4ccccc34)CC2)c1O	i
Cc1nc2ccc(C(=O)N(C/C=C/c3ccccc3)CCO)cc2[nH]1	i
O=[N+]([O-])c1ccc(S(=O)(=O)NCc2nc3cccnc3n2Cc2ccc(F)cc2)cc1	i
CCn1c(=O)n(-c2ccc(C)c(C)c2)c2nc(-c3ccco3)nc(C(N)=O)c21	i
Cc1nc(C(=O)N2CCC3(CC2)Nc2ccccc2NC3=O)cs1	i
O=C(Nc1nc2n(n1)C(c1ccccc1)C=C(c1ccc(Cl)cc1)N2)c1cccs1 (stereo unspecified)	i
CCc1[nH]c2ccc(CNC(=O)CC3CCS(=O)(=O)CC3)cc2c1C	i
CCn1c(=O)n(Cc2cccc(OC)c2)c(=O)c2cnc(-c3ccc(OC)cc3)nc21	i
CCn1nc(C)c(NC(=O)CN(C)C(C)c2ccc3c(c2)OCCO3)c1C (stereo unspecified)	i
Cc1ccc(-c2nc3cccnc3n2CCNS(=O)(=O)c2c(C)cc(C)cc2C)cc1	i
CC(=O)Nc1cccc(-c2cnc(N3CCOCC3)nc2-c2ccc(C)cc2)c1	i
CCCn1cnnc1CN1CC(C(=O)O)CC1=O (stereo unspecified)	i
Cc1cc2ccccc2n1CCC(=O)NCc1nc(CC(C)C)no1	i
O=S(=O)(NCc1nc2cccnc2n1C1CCCC1)c1cccc2nsnc12	i
CCCCN(CC)c1ncc(NS(=O)(=O)c2ccccc2)cc1C(=O)O	i
CCOCc1cc(-c2nccn2-c2cccnc2)ccc1OC	i
Cc1cc(C(=O)N2CCC(c3cc(Cc4ccccc4)[nH]n3)CC2)cc(=O)[nH]1	i
COc1cccc(CNC(=O)CN2CCCN(Cc3ccccc3)S2(=O)=O)c1	i
Cc1cccc(NS(=O)(=O)c2cc(C(=O)N3CCCCC3)cs2)c1C	i
O=C(NC1CC(=O)N(Cc2ccccc2)C1)c1cc2n(n1)CCNC2 (stereo unspecified)	i
CCOc1ccc(C(=O)Nc2ccc(Nc3nc(C)cc(N4CCCC4)n3)cc2)cc1OCC	i
Cc1cc(=O)c(C(=O)N2CCC3(CCCO3)CC2)c(C)[nH]1	i
Cc1ccc(C(=O)N(C)Cc2nccn2C)cc1NC(=O)C1CCCC1	i

Compound activity deposited in PubChem by School of Medicine, Indiana University.

This is a subset; rates above refer to the full screens.
